HIF activator – HIF pathway transcriptional activation; U2OS HRE-luciferase reporter, luminescence; normalized: DMSO 0%, desferrioxamine 100%; activation, % at 7.5 µM (by protocol); 300,000 compounds, 0.32% hits;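 active means mean activation of at least 10% of the iron chelator positive control signal, with at least half of replicates also reaching 10%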
Platelet DG rel – platelet dense granule release activity; 300,000 compounds, 0.22% hits; human platelet-rich plasma, SFLLRN dense granule ATP release, luminescence; inhibition, %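 (compounds screened at 7.5 µM in platelet-rich plasma)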;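 active means mean replicate score, as percent of positive control, at or above 50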
TRPC6 inhibitor – blocks the mouse TRPC6 cation channel. Q61143. HEK293-TRPC6, membrane potential dye, ACh-evoked depolarization; hits give low values. B-score at 10 µM. 310,000 compounds, 1.1% hits;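 active means B-score under library mean minus 3 SD, initial fluorescence not abnormally high, positive integrated signal ratio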;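 further: B-score derived from integrated fluorescence ratio over the kinetic read; more negative B-score means stronger inhibition of depolarization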
RGS4 pot – RGS4 potentiation or activation; 310,000 compounds, 0.92% hits; B-score at 10 µM; HEK293 M3R/inducible RGS4, carbachol calcium flux Fluo4; hits give low values; AID 463111;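 active means B-score of the integrated calcium signal more than 4 SD below the library mean, with starting fluorescence not abnormally high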;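 further: negative B-score means reduced calcium response which marks RGS4 activation or potentiation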
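test system = M3R-expressing HEK293 line, RGS4 induced by doxycycline | probe or stimulus = carbachol at ECmax as muscarinic agonist stimulus | timing = dye loading 30 min 37 °C, buffer rest 30 min RT | signal = calcium dye Fluo4 fluorescence | evaluation = B score from integrated fluorescence ratio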
TRPC4 inh – inhibitors of mouse TRPC4 channel | HEK293 TRPC4beta/mu-opioid, DAMGO-evoked Fluo4 calcium flux; hits give low values | 300,000 compounds, 0.39% hits | Q9QUQ5 | B-score at 10 µM;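 active means B-score over 3 SD under the library average, no early fluorescence shift, positive overall ratio signal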
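Signal: kinetic Fluo4 fluorescence imaging of calcium influx. Material: stable TRPC4beta/mu-opioid receptor HEK293 cells. Probe or stimulus: DAMGO in two steps, submaximal then maximal.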
MrgX1 antag – human MrgX1 receptor antagonism, primary screen. MRGX1-HEK293 calcium flux, Fluo-4, BAM8-22 antagonism; hits give low values. B-score at 10 µM. 310,000 compounds, 1.3% hits. AID 588676;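 active means calcium-response B-score plate-corrected more than 3 library SD below zero, starting fluorescence within 5 deviations, no agonist response on first addition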;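 further: peak minus trough fluorescence over baseline after final BAM8-22 challenge near maximal dose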
Target sequence (Q96LB2 whole entry, looked up): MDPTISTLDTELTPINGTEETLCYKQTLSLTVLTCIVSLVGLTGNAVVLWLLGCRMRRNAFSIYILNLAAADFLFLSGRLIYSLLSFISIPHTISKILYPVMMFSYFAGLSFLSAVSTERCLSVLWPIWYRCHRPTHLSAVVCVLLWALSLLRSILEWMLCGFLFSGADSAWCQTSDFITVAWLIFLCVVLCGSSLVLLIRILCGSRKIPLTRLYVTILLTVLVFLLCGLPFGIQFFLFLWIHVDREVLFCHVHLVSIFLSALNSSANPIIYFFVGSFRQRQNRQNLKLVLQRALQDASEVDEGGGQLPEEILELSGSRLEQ
MrgX1 agonist – activates human MrgX1 receptor signaling; MrgX1-HEK293 cells, Fluo-4 calcium fluorescence, agonist mode; hits give high values; Q96LB2; B-score at 10 µM; 310,000 compounds, 0.44% hits;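 active means calcium response B-score plate-corrected fluorescence ratio at least 3 library SD, with starting fluorescence B-score inside 5 SD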
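Material – MrgX1-expressing HEK293 cells · Input – 15,000 cells seeded per well · Dosing – compound as first of three additions · Times – overnight seeding, then 1 h dark dye loading · Measured by – kinetic Fluo-4 NW fluorescence of intracellular calcium · Read-out – B-scored fluorescence response ratio · Benchmarks – positive and negative control wells on each plate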
TRPC6 activator – activators of mouse TRPC6 channel | Q61143 | HEK293-TRPC6 membrane potential dye fluorescence; hits give high values | B-score at 10 µM | 310,000 compounds, 0.13% hits | AID 2550;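 active means B-score of the integrated fluorescence ratio above library mean plus 3 SD, and starting fluorescence ratio within library mean plus 5 SD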;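 further: higher score means more depolarization so channel activation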
MrgX1 allo act – allosterically activates human MrgX1 receptor signaling; MrgX1-HEK293, Fluo-4 calcium flux, FDSS; hits give high values; Q96LB2; B-score at 10 µM; 310,000 compounds, 0.63% hits; AID 588675;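 active means plate-corrected calcium response at least 3 library SD above typical, normal starting fluorescence, not activating the receptor alone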;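 further: compound read alongside a low EC10 to EC30 dose of BAM8-22 agonist; peak minus trough fluorescence over baseline measured at the second addition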
RGS4 block – inhibitors of human RGS4; HEK293 M3R/RGS4 inducible, Fluo-4 calcium flux; hits give high values; triggered by carbachol at its EC20; B-score at 10 µM; 310,000 compounds, 0.45% hits;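 active means B-score, a plate-corrected calcium signal, over three deviations above library mean, with baseline fluorescence within five deviations of library mean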;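 further: RGS4 expression induced by doxycycline in cells with stable M3 receptor; B-score is computed from the integrated fluorescence ratio over baseline after carbachol; higher B-score means a larger calcium signal and so more RGS4 inhibition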
Target sequence (P49798 whole entry, looked up): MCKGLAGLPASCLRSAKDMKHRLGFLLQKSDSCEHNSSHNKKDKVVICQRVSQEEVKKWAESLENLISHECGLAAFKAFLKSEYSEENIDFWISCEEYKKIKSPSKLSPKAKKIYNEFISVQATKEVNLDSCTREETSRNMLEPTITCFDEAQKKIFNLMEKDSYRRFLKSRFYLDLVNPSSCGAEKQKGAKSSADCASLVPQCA
SKKanGAS inh – inhibitors of SKKanGAS S. pyogenes growth in kanamycin (SK-promoter or general growth effect) | BacTiter-Glo, 6 h | inhibition, % at 7.5 µM | 300,000 compounds, 1.3% hits | AID 1662;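 active means mean replicate score, as percent of positive control median, at least 50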;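 further: strain carries kanamycin resistance gene driven by streptokinase promoter and grows in 40 µg/ml kanamycin; loss of luminescence reflects streptokinase promoter inhibition or plain growth inhibition; 0% = median of DMSO wells and 100% = positive control at its reference dose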
Active calls of the source: *; i = inactive; nt = not tested or not shown.

compound	HIF activator	Platelet DG rel	TRPC6 inhibitor	RGS4 pot	TRPC4 inh	MrgX1 antag	MrgX1 agonist	TRPC6 activator	MrgX1 allo act	RGS4 block	SKKanGAS inh
Cc1cc2c(c(=O)n1CCN(C)C)C(c1ccccc1Br)C(C#N)=C(N)O2 (centres undefined)	0.1	-1.1	i	i	i	i	i	i	i	i	-3.2
O=C(NC1CC2CCCC(C1)N2C(=O)NCc1ccccc1)C1CC1 (centres undefined)	-0.4	2.7	i	i	i	i	i	i	i	i	-5.5
COc1cc(/C=C/C(=O)OCC(=O)NCCc2ccccc2)cc(OC)c1OC	-0.4	-1.5	i	i	i	i	i	i	i	i	-1.8
CCC(C)NC(=O)CNS(=O)(=O)c1ccc(C)cc1 (centres undefined)	-0.1	-0.6	i	i	i	i	i	i	i	i	4.9
O=C1C(=Cc2ccco2)C(=O)c2ccccc21	0.0	14.5	i	i	i	i	i	i	i	i	5.7
O=C1CCSc2ccc(Cl)cc2N1Cc1ccccc1	-0.1	12.3	i	i	i	-4.56*	i	i	i	i	-2.7
COc1ccc(CCC(=O)NCc2ccccc2Cl)cc1OC	-0.8	-0.5	i	i	i	i	i	i	i	i	1.8
Cc1ccc(NC(=O)CCCCCNS(=O)(=O)c2ccc(C)cc2)cc1	0.4	-8.3	i	i	i	i	i	i	i	i	0.8
COc1ccc(/C=C/C(=O)c2ccc(Cl)s2)cc1O	7.8	6.7	i	i	i	i	i	i	i	i	-2.5
CCn1cc(CNc2nc3nonc3nc2N2CCCCC2)cn1	0.4	-18.7	i	i	i	i	i	i	i	i	0.3
Cc1ccc2c(c1)C1CC(C)(O2)N(c2cccc(C(=O)NC3CCN(Cc4ccccc4)CC3)c2)C(=O)N1 (centres undefined)	-0.7	-11.4	i	i	i	i	i	i	i	i	1.5
Cc1ccccc1C(=O)Oc1cccc(Nc2ncnc3ccccc23)c1	1.0	-5.3	i	i	i	i	i	i	i	i	75.3*
Cc1ccccc1NC(=S)NC1CCCC1	-0.9	-7.2	i	i	i	i	i	i	i	i	0.3
O=C(CSc1ncccn1)Nc1ccc(N2CCOCC2)cc1	0.0	7.5	i	i	i	i	i	i	i	i	-0.4
C[C@@H]1NC(=O)N[C@@H]1CCCCCC(=O)O	0.0	-7.4	i	i	i	i	i	i	i	i	2.1
O=C(NC(=O)N1CCCCCC1)c1ccccc1	0.0	15.3	i	i	i	i	i	i	i	i	-3.0
O=C(OCc1cccc(F)c1)c1ccc2c(=O)n3c(nc2c1)CCC3	0.1	8.3	i	i	i	i	i	i	i	i	28.3
Cc1cc(C)n(-c2nnc(N3CCN(c4ccc(F)cc4)CC3)nn2)n1	0.0	0.4	i	i	i	i	i	i	i	i	15.5
CCOC(=O)C1(Cc2cccc(F)c2)CCN(C(=O)Cc2cccnc2)CC1	-0.4	-1.7	i	i	i	i	i	i	i	i	-10.6
CCc1cccc(NC(=O)CCC(=O)N2CCSc3ccccc32)c1	0.0	0.9	i	i	i	i	i	i	i	i	-11.6
CCOc1ccc(/C=C(\C#N)C(=O)NCC2CCCO2)cc1OCC (centres undefined)	-0.5	1.8	i	i	i	i	i	i	i	i	-1.0
Cc1ccc(CN2CCC(n3nccc3NC(=O)C3CCOC3)CC2)cc1C (centres undefined)	0.2	-6.8	i	i	i	i	i	i	i	i	-5.5
CCCCn1c(CN2CCN(C(=O)OCC)CC2)nc2c1c(=O)n(C)c(=O)n2C	0.0	3.1	i	i	i	i	i	i	i	i	2.7
Cc1cc(C)n(CCNC(=O)CC2C(=O)NCCN2Cc2ccccc2C(F)(F)F)n1 (centres undefined)	-0.5	-0.7	i	i	i	i	i	i	i	i	16.6
CC(C)(C)OC(=O)N1CCC[C@H]1C(=O)Nc1ccc(Br)cc1	-1.1	-2.5	i	i	i	i	i	i	i	i	-1.1
CCC(CC)c1nnc(NC(=O)/C=C/c2ccco2)s1	2.4	3.1	i	i	i	i	i	i	i	i	0.8
O=C(Nc1ccc(Cc2ccncc2)cc1)C1CCC(N2C(=O)C3C4C=CC(C5CC45)C3C2=O)CC1 (centres undefined)	-0.3	2.8	i	i	i	i	i	i	i	i	-7.0
O=C(Cn1ccc2ccccc2c1=O)NCCC(=O)N1CCN(c2ccccc2)CC1	0.0	2.0	i	i	i	i	i	i	i	i	-4.1
CNC(=O)c1ccccc1NC(=O)C1CC(=O)N(c2ccc(OC)cc2)C1 (centres undefined)	-0.4	-16.4	i	i	i	i	i	i	i	i	-3.7
COc1ccc(NC(=O)Cc2c(C(=O)O)n(C)c3ccccc23)cc1OC	-0.4	-1.6	i	i	i	i	i	i	i	i	-4.2
CCCNC(=S)N1CCC(NC(=O)C23CC4CC(CC(C4)C2)C3)CC1	0.0	-2.7	i	i	i	i	i	i	i	i	-1.0
CC(=O)Nc1ccc(NC(=O)c2ccc(COc3ccccc3)cc2)cc1	0.3	-6.1	i	i	i	i	i	i	i	i	2.0
O=C(Nc1ccccc1F)c1ccco1	0.6	-8.1	i	i	i	i	i	i	i	i	-1.2
Oc1ccc(Cl)cc1CNc1ccc(Br)cn1	2.2	-0.1	i	i	i	i	i	i	i	i	23.5
CCN1CCN(C(=S)Nc2ccccc2Cl)CC1	-21.6	-0.9	i	i	i	i	i	i	i	i	-0.1
CCc1cc(C(c2ccccc2OC)N2CCOCC2)c(NC(=O)c2ccccc2)s1 (centres undefined)	0.4	2.2	i	i	i	i	i	i	i	i	-17.2
Cc1ccc(NC(=O)NCCCCc2ccccc2)cc1	0.5	24.6	i	i	i	i	i	i	i	i	38.4
COc1cccc(NC(=O)CN2C(=O)NC(C)(c3ccc(C)cc3)C2=O)c1 (centres undefined)	0.0	-1.7	i	i	i	i	i	i	i	i	-1.9
CCOCCCNC(=O)c1cn(CC)c2ccc(S(=O)(=O)N(C)C3CCCCC3)cc2c1=O	-0.4	18.9	i	i	i	i	i	i	i	i	0.8
O=C(COc1ccc(-c2ccccc2)cc1)N1CCN(C(=O)c2cccs2)CC1	-0.1	-2.4	i	i	i	i	i	i	i	i	-11.7
CC(C)[C@H](N)C(=O)OCCOCn1cnc2c(=O)[nH]c(N)nc21	0.1	2.9	i	i	i	i	i	i	i	i	1.5
CN1CCCN(c2ccc([N+](=O)[O-])cc2)CC1	0.7	1.8	i	i	i	i	i	i	i	i	1.6
O=C(c1ccco1)N1N=C(c2cccs2)CC1c1ccc(F)cc1 (centres undefined)	0.1	-3.3	i	i	i	i	i	i	i	i	34.1
CN(C(=O)COC(=O)c1cc2ccccc2cc1O)c1c(N)n(Cc2ccccc2)c(=O)[nH]c1=O	0.0	-2.8	i	i	i	i	i	i	i	i	-0.5
COc1cc2c(=O)n(CCC(=O)NCC3CCCO3)c(=O)n(CC(=O)Nc3ccc(C)c(C)c3)c2cc1OC (centres undefined)	1.9	3.8	i	i	i	i	i	i	i	i	-26.4
CCC(C)N(CC(=O)NCc1ccc(OC)cc1)C(=O)c1csnn1 (centres undefined)	-0.1	-6.0	i	i	i	i	i	i	i	i	-2.3
CCOC(=O)c1sc(NC(=O)C(CC)Sc2nnc3c4ccccc4n(CC)c3n2)nc1C (centres undefined)	-0.5	22.0	i	i	i	i	i	i	i	i	20.1
CC(Sc1ccccn1)C(=O)Nc1ccc(S(N)(=O)=O)cc1 (centres undefined)	0.2	-2.7	i	i	i	i	i	i	i	i	8.1
Cc1ccc(S(=O)(=O)NNC(=O)C2CCCCC2)cc1	-4.1	-1.7	i	i	i	i	i	i	i	i	-1.9
Cc1cccc(N/C=C/c2onc(C)c2[N+](=O)[O-])c1	2.9	-8.2	i	i	i	i	i	i	i	i	-2.9
Cc1ccc(CC2SC(=O)NC2=O)cc1Cl (centres undefined)	0.0	-2.7	i	i	i	i	i	i	i	i	1.1
Cc1ccc2nc3c(cc(C(=O)NCc4ccco4)c(=N)n3Cc3ccco3)c(=O)n2c1	2.5	-0.3	i	i	i	i	i	i	i	i	-1.3
Cc1ccc2cc(C#N)c(N3CCCC3)nc2c1C	2.7	2.7	i	i	i	i	i	i	i	i	10.5
CCc1ccc2[nH]c(C(=O)Nc3ccc4c(c3)OCO4)cc2c1	2.3	16.5	i	i	i	i	i	i	i	i	-1.5
O=C1N(Cc2cccc(Cl)c2)C[C@@H]2C[C@@H](c3cccn3-c3cccnc3)N3CCC[C@@]123	-0.5	-0.9	i	i	i	i	i	i	i	i	-6.2
COc1cccc(CN2CCNC(=O)C2CC(=O)NCC(C)(C)N2CCOCC2)c1OC (centres undefined)	0.1	-3.2	i	i	i	i	i	i	i	i	3.6
O=C(Nc1nccs1)c1ccc(COc2c(F)c(F)cc(F)c2F)cc1	1.2	9.1	i	i	i	i	i	i	i	i	5.3
C(=N\N1CCN(c2ccccn2)CC1)/C1=C(N2CCOCC2)C(=C/c2ccccc2)/CC1	-0.1	-4.6	i	i	i	i	i	i	i	i	-6.5
CCOC(=O)c1c(S(=O)(=O)N2CCN(Cc3ccccc3)CC2)c(C)n(C)c1C	-1.4	0.7	i	i	i	i	i	i	i	i	8.0
Cc1nccn1CC(O)COC1CCCCC1 (centres undefined)	1.8	-1.4	i	i	i	i	i	i	i	i	1.2
CC(C)(C)C(=O)NNC(=O)c1cc2sccc2s1	0.1	-7.0	i	i	i	i	i	i	i	i	-1.4
Cc1cccc(N=CC=C2OC(C)(C)C(C)(C)O2)c1	nt	-1.2	i	i	i	i	i	i	i	i	6.6
CC1CN(C(=O)c2ccc(NS(=O)(=O)c3ccc(F)c(F)c3)cc2)CC(C)O1 (centres undefined)	-0.1	0.1	i	i	i	i	i	i	i	i	-6.9

Screening results from PubChem BioAssay.
